High-throughput results from PubChem.
ALOX12 inh = blocks human arachidonate 12S-lipoxygenase. 580,000 tested, 1.1% active. AID 1671190. purified 12hLO, xylenol orange hydroperoxide absorbance. Potency, µM (doses to about 108 µM), for the others: at the highest dose activity change, negative = inhibition, most hits filed as inhibitors; active means well fitted inhibition curve with a large enough effect; inconclusive means small, poorly fitted or top-dose-only effect, or another doubt; inactive means no such curve, though single readings can be large or run the other way; further: potency means the concentration at half of the fitted maximal effect
Target sequence (P18054 whole entry, looked up): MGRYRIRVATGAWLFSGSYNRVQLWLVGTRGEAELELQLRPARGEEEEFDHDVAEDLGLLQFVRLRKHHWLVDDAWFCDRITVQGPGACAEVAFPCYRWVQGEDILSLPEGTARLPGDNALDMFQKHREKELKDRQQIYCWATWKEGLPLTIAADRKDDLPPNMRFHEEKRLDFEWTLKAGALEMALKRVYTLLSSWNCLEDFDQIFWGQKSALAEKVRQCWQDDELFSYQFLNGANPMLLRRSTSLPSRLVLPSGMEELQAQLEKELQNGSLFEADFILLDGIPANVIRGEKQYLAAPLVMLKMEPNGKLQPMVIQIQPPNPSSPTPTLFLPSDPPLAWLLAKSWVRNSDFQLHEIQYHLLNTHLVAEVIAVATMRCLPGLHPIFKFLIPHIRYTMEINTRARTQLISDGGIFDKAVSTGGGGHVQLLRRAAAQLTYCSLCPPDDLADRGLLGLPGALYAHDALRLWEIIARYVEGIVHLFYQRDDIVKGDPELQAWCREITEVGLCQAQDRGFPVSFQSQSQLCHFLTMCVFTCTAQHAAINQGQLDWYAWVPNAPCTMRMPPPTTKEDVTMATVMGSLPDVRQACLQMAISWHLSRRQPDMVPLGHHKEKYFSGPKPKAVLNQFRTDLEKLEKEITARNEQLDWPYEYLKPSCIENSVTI
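Purified human 12hLO at 150 nM in 25 mM Hepes, 0.01% Triton X-100, pH 7.0, preincubated 15 min at room temperature with compound. Reaction started with 40 uM arachidonic acid, 30 min at room temperature. Hydroperoxide measured by Fe-xylenol orange, 573/405 nm absorbance ratio.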
LDHA block = LDHA (human) enzyme inhibition; activity change, % (values are at about 110 or 230 µM); purified LDHA, NADH/diaphorase-resazurin fluorescence; stronger effect = lower value; 480,000 tested, 0.15% active; P00338; AID 1347041; in the data active means activity change below about -30%; inconclusive means mostly about -25% to -30%;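 further: plate controls were DMSO wells for no effect and wells without enzyme for full effect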
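Human LDH5 (2 nM) was incubated with 0.06 mM NADH and 0.2 mM pyruvate for 5 min at room temperature in Tris pH 7.4. Remaining NADH was coupled through diaphorase/resazurin, and resorufin fluorescence was read at 0 and 20 min.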
Numbers without * were called inactive; ? = inconclusive; [ ] = remark or other dose. Unless noted, on the % scale 0 is the no-effect control and ±100 the full control effect. This is a subset. The share of hits here may be higher or lower than overall.

The opening four entries as a preview:
Sequence of screens – ALOX12 inh	LDHA block
> Cc1ccc2nc(C)cc(C(=O)OC(C)C(=O)NC(C)(C)C)c2c1 (stereo unspecified)
 : 1%	-12
> COCCNC(=O)c1cc(-c2ccc(OC)cc2)nc2ccccc12
 : ?	1
> CC(=O)NC12CC3CC4C5CC(CC41)CC2C5C3
 : 29%	-4
> COc1ccc(CCNC(=O)CN(c2cc(Cl)ccc2C)S(=O)(=O)c2ccccc2)cc1
 : 17%	-1

The list itself, repeating the preview:
Sequence of screens – ALOX12 inh	LDHA block
> Cc1ccc2nc(C)cc(C(=O)OC(C)C(=O)NC(C)(C)C)c2c1 (stereo unspecified)
 : 1%	-12
> COCCNC(=O)c1cc(-c2ccc(OC)cc2)nc2ccccc12
 : ?	1
> CC(=O)NC12CC3CC4C5CC(CC41)CC2C5C3
 : 29%	-4
> COc1ccc(CCNC(=O)CN(c2cc(Cl)ccc2C)S(=O)(=O)c2ccccc2)cc1
 : 17%	-1
> O=C1CN(Cc2ccc(F)c3cccnc23)CCN1
 : 35%	6
> OC(CC#CCN1CCN(CC#CCC(O)(c2ccccc2)c2ccccc2)CC1)(c1ccccc1)c1ccccc1
 : 11µM*	3
> N#Cc1ccc(C(=O)NC2CCC3CCCCC3C2)cc1 (stereo unspecified)
 : -24%	1
> COc1cccc2c(=O)cc(CSCC(=O)Nc3cccc(Cl)c3)[nH]c12
 : -2%	-1
> COc1ccc(-c2cc(COC(=O)Cc3cccc(F)c3)on2)cc1
 : ?	3
> CC(C)c1ccc(C2OC(CCc3ccccc3)Cc3[nH]c(=S)[nH]c(=O)c32)cc1 (stereo unspecified)
 : ?	-2
> Cc1ccc(C(=O)OCC(=O)Nc2cccc(N3CCCC3=O)c2)c(O)c1
 : 1%	12
> Cc1ccc(-c2cc(C(=O)Nc3cc(C)n(C)n3)c3ccccc3n2)cc1
 : -29%	-2
> C=C(C)CN1CCCC(C(=O)NCC2CC2)C1 (stereo unspecified)
 : ?	-1
> O=C(NCCc1c[nH]c2ccc(Cl)cc12)c1ccc(F)cc1F
 : 14%	-7
> O=C(Cc1ccc(S(=O)(=O)N2CCCCC2)cc1)NC1CC1
 : 2%	2
> NS(=O)(=O)c1ccc(N/N=C/c2ccsc2)c([N+](=O)[O-])c1
 : -8%	9
> Cc1cc(OCc2n[nH]c(=S)n2C)ccc1Cl
 : ?	0
> CSc1ccc(S(=O)(=O)N2CCN(C)CC2)cc1
 : -7%	8
> CC(C)(C)C(=O)Oc1ccc2c(=O)c(-c3ccc(Cl)cc3)coc2c1
 : 28%	8
> Cn1c(SCc2cc(=O)n3[nH]cc(C#N)c3n2)nnc1-c1ccc(C(C)(C)C)cc1
 : ?	-9
> C=CCN1C(=O)COc2ccc(NC(=O)c3cc(=O)c4c(C)cc(C)cc4o3)cc21
 : -19%	-9
> CCN(C(=O)COC(=O)c1cc(=O)c2ccccc2o1)c1cccc2ccccc12
 : -13%	0
> COc1ccc(CCNC(=O)Cc2c(C)c3ccc(OC)c(OC)c3oc2=O)cc1OC
 : 1%	-7
> COCCNC(=O)NC(=O)CN(Cc1ccccc1)c1cccc(C)c1
 : 26%	1
> CCc1nnc(NC(=O)COc2ccc3c(C)cc(=O)oc3c2)s1
 : 5%	7
> Cc1cc(C(=O)NCc2ccc(C)o2)c2cccc(-c3ccccc3)c2n1
 : ?	-15
> CC(C)NC(=O)NC(=O)COc1ccccc1C#N
 : -46%	-3
> COc1ccc(/C=C/C(=O)c2ccc(NC(=O)C34CC5CC(CC(C5)C3)C4)cc2)cc1
 : -29%	7
> COC(=O)[C@]12CCCCC=C1N(Cc1ccc3c(c1)OCO3)C(=O)[C@H](CC(=O)N1CCOCC1)C2
 : 10%	-11
> CCCN(CCC)S(=O)(=O)c1ccc(NC(=O)Cn2cnc3c2c(=O)n(C)c(=O)n3C)cc1
 : 4%	-8
> CCS(=O)(=O)N1CCCc2cc(C(=O)Nc3ccccc3C(=O)OC)ccc21
 : -27%	-17
> CCOc1cc(C(=O)NC2(C(=O)OC)CCCCC2)ccc1OC
 : -4%	7
> Clc1ccccc1-c1nn2c(-c3ccc4ccccc4n3)nnc2s1
 : ?	0
> CCN(c1ccc(NC(=O)[C@H](Cc2ccccc2)NC(=O)c2cccs2)cc1)C(C)C
 : -28%	-25
> O=C(OCc1ccccc1)c1c(-c2ccccc2)oc2c1C(OCCO)CCC2 (stereo unspecified)
 : -98%	2
> CNC(=O)C1CCN(C(=O)c2ccc3[nH]c(C)c(C)c3c2)CC1
 : -5%	5
> CC(O)c1ccc(-c2ccc(CNCc3cccs3)o2)cc1 (stereo unspecified)
 : 8%	-15
> Cc1cc(OCc2nc(C#N)c(NCc3ccncc3)o2)ccc1Cl
 : -4%	5
> Cc1csc2nc(CSc3ccccc3NC(=O)COc3ccccc3Cl)cc(=O)n12
 : 13%	?
> Cc1occc1-c1nnc(SCC(=O)c2c[nH]c(C(=O)N3CCCC3)c2)n1-c1ccccc1
 : 14%	-4
> O=C(c1nn(Cc2ccccc2)c(=O)c2ccccc12)N1CCN(C(=O)C2CC2)CC1
 : 29%	-12
> CCc1cc(C(c2ccccc2Cl)N2CCN(C)CC2)c(NC(=O)c2ccco2)s1 (stereo unspecified)
 : ?	1
> Cc1c(CCC(=O)Nc2nc3ccccc3[nH]2)c(=O)oc2cc(O)ccc12
 : -4%	1
> CC(=O)N1CCN(C(=O)c2cc3ccc(F)cc3nc2C)CC1
 : 59%	5
> O=C(CSc1ccc2ccccc2c1)c1ccc[nH]1
 : ?	-3
> Fc1ccc(Br)cc1/C=N/Nc1c(Cl)cc(Cl)cc1Cl
 : 18µM*	0
> Cc1ccc2cc(NC(=O)C3(C)CCN(C)C3)ccc2n1 (stereo unspecified)
 : 2%	1
> Cc1cccc(-c2cc(C(=O)O)c3ccc(C)c(C)c3n2)c1
 : ?	5
> COc1ccc2c(C)c(CCC(=O)Nc3nc4ccccc4[nH]3)c(=O)oc2c1
 : 40%[activator]	7
> O=C(Nc1ccccc1)C1CCN(C(=O)c2nn(-c3ccccc3)c(=O)c3ccccc23)CC1
 : -35%	0
> CCC(C)N[C@H]1CS(=O)(=O)C[C@@H]1S(=O)(=O)c1ccccc1 (stereo partly specified)
 : ?	0
> N#Cc1ccc(COC(=O)c2ccc(N3CCOCC3)nc2)cc1
 : 1%	15
> CCOC(=O)c1ccc(NC(=O)CC2Sc3ccccc3NC2=O)cc1 (stereo unspecified)
 : 11%	10
> CCn1c(=O)n(CC)c2cc(Sc3ccccc3)c(NC(=O)c3cccc(F)c3)cc21
 : 18%	-9
> COc1ccc(-c2nc3ccc(C)cn3c2Cc2cccc(F)c2)cc1OC
 : -11%	1
> CC(C)NC(=O)C1(C)CCN1C(=O)c1ccccc1 (stereo unspecified)
 : 21%	-5
> O=C(CSC1=NC2(CCCC2)Nc2ccccc21)Nc1ccc2c(c1)OCCO2
 : 2%	4
> O=C(NC1CC1)c1cc(SCC(=O)N2CCCCC2)nc2ccccc12
 : 17%	-5
> Nc1nccnc1C(=O)NCCNc1ncccn1
 : 1%	-4
> Fc1ccc(-c2ccc(CNCc3ccccc3)o2)cc1
 : -21%	10

As entered above:
Entry for `Cc1cccc(-c2cc(C(=O)O)c3ccc(C)c(C)c3n2)c1` under LDHA block: 5
Entry for `CCn1c(=O)n(CC)c2cc(Sc3ccccc3)c(NC(=O)c3cccc(F)c3)cc21` under ALOX12 inh: 18%

Next part.
Sequence of screens – ALOX12 inh	LDHA block
> Cc1c(O)ccc2c(CN3CCC(O)CC3)cc(=O)oc12
 : 13%	-4
> CCOC(=O)[C@]12CCC=C1N(Cc1cccc3ccccc13)C(=O)[C@H](CC(=O)NCC1CCCCC1)C2
 : -6%	-1
> Cc1cc(C(c2ccc(Cl)cc2)N2CCN(C)CC2)c(NC(=O)c2ccco2)s1 (stereo unspecified)
 : ?	0
> N#Cc1c2n(c(=O)n(CC(O)COc3ccccc3F)c1=O)CCC2 (stereo unspecified)
 : 51%	1
> c1ccc(CSc2ncn(-c3nc(N4CCOCC4)nc(N4CCOCC4)n3)n2)cc1
 : 3%	5
> FC(F)(F)c1cccc(C=C(c2nc3ccccc3s2)c2nc3ccccc3s2)c1
 : 13%	11
> Cc1nc(SCC(=O)Nc2ccc(S(=O)(=O)N3CCCCC3)cc2)n(C2CCCC2)c1C
 : -7%	5
> Cc1cc(C2CCCN2Cc2coc(-c3ccc(F)cc3)n2)on1 (stereo unspecified)
 : -8%	-6
> COc1ccc(/C=C/C(=O)c2cccs2)cc1O
 : ?	0
> CCOc1nc2ccccc2nc1N1CCC(C(=O)N2CCCC2)CC1
 : 4%	1
> Cc1ccc(NC(=O)CSCc2cc(=O)n3oc(C)cc3n2)cc1
 : -37%	0
> COc1ccc(-c2nnsc2C(=O)NC2CCCC2)cc1
 : -36%	-5
> CS(=O)(=O)c1cccc(C(=O)Nc2ccc(-c3ccccc3)cc2)c1
 : ?	13
> COc1ccc(C(O)c2ncc(-c3cccc(C(F)(F)F)c3)[nH]2)cc1 (stereo unspecified)
 : -12%	-2
> Cc1ccc(-c2cc(C(=O)O)c3ccc(Br)cc3n2)cc1
 : -28%	1
> Cn1nc(CC(=O)Nc2ccc(Cl)cc2Cl)c2ccccc2c1=O
 : -2%	0
> CCCCC[C@@H](C)N1C[C@@H](COCc2ccccc2)Oc2cc(N3CC[C@@H](N(C)C)C3)ccc2S1(=O)=O
 : -25%	5
> CCN(CC)CCN1Cc2c(sc(C)c2C)N(C(=O)c2ccccc2)C1
 : -13%	-6
> COc1ccc(N(C(=O)C(C)(C)C)C2C=CS(=O)(=O)C2)c(OC)c1 (stereo unspecified)
 : -5%	6
> CC(=O)Nc1cccc(-c2ccnc3c2CC(C)(C(=O)Nc2cccc(NS(C)(=O)=O)c2)O3)c1 (stereo unspecified)
 : 3%	-13
> Cc1nc2ccc(S(=O)(=O)N(CC(=O)N3CCCC3)Cc3ccccc3)cc2s1
 : ?	-2
> OC1CCN(Cc2nnc(-c3ccccc3Cl)o2)CC1
 : -5%	-2
> Cc1nc(N2CCN(CCO)CC2)c(C#N)c2c1CCCC2
 : -2%	14
> Cn1c(=O)c2c(nc(Sc3ccccc3)n2Cc2ccc(Cl)cc2)n(C)c1=O
 : 12%	?
> c1ccc(COc2cccc(-c3cc4nc(NCCc5ccncc5)ccn4n3)c2)cc1
 : 0%	0
> O=C(NCC(=O)N1CCc2ccccc2C1)C1CCC(CNS(=O)(=O)c2ccc(F)cc2)CC1 (stereo unspecified)
 : ?	-1
> O=C1NC[C@H](CCCCN2CCN(Cc3ccccc3)C(=O)C2=O)N(CCc2ccccc2)C1=O
 : 0%	-5
> COc1ccc(-c2cc3nc(NCc4ccc(N(C)C)cc4)n(C)c(=O)c3s2)cc1OC
 : -10%	2
> CC(C)NC(=S)N/N=C/C1CC=CCC1 (stereo unspecified)
 : ?	0
> Nc1ncc(S(=O)(=O)Nc2ccccc2)cn1
 : ?	5
> OC[C@@H]1CN(CCN2CCOCC2)C[C@H](n2cnc3c(NC4CCCC4)ncnc32)O1
 : -15%	-6
> CC(Sc1nc2ccccc2[nH]1)C(=O)NC(N)=O (stereo unspecified)
 : -4%	4
> c1coc(-c2nc(CSc3ccc4c(c3)OCCCO4)cs2)c1
 : ?	5
> O=C(Nc1ccccc1)c1cc(C2CCCCN2C(=O)CCCc2ccccc2)on1 (stereo unspecified)
 : ?	-6
> COc1cc(NC(=O)Cc2c(C)c3c(OC)cc(OC)cc3oc2=O)cc(OC)c1
 : -1%	0
> CCCN(CC1CC1)c1cc2c(c3c1ccn3C)C1CCC2O1 (stereo unspecified)
 : ?	12
> CC(NC(=O)/C(C#N)=C\c1ccccc1OC(F)F)c1ccccc1 (stereo unspecified)
 : ?	-3
> COc1cccc(/C=C2\Oc3cc(OC(=O)c4ccc(C(C)(C)C)cc4)ccc3C2=O)c1OC
 : -13%	-1
> CCCOc1ccc(NC(=O)c2nn(CCC)c(=O)c3ccccc23)cc1OCCC
 : 1%	17
> COc1ccc(CCNC(=O)c2csc(NC3CC3)n2)cc1
 : -6%	1
> Cn1ccc2c(N3c4ccccc4CCc4ccccc43)cc3c(c21)C1CCC3O1 (stereo unspecified)
 : ?	2
> CC(Cn1cccn1)NC(=O)N1CCN(Cc2ccncc2)CC1 (stereo unspecified)
 : 4%	-1
> Cc1cccc(C2C3=C(COC3=O)Nc3c2c(=O)n(C)c(=O)n3C)c1 (stereo unspecified)
 : 6%	-2
> O=C(Nc1ccc2oc(-c3cccnc3)nc2c1)c1ccc(Cl)c(Cl)c1
 : 9%	0
> CN(Cc1cccc(F)c1)C(=O)CCc1ncc(-c2c(F)cccc2F)o1
 : 10%	5
> CCCCn1c(=O)[nH]c(=O)c2c1nc(CNc1ccc(C)c(F)c1)n2CCC(C)C
 : ?	9
> CCCC(C)NC(=O)CN1CCN(c2cccc(C(F)(F)F)c2)CC1 (stereo unspecified)
 : ?	3
> CC(C)CNC(=O)NC(=O)C(C)Sc1nc(-c2ccco2)nc2ccccc12 (stereo unspecified)
 : ?	1
> Cc1nc(SCC(=O)Nc2oncc2-c2ccccc2)[nH]c(=O)c1C
 : ?	0
> Cn1nc(C(C)(C)C)cc1NC(=O)c1cccc(Br)c1
 : 3%	-9
> COc1cccc(CNC(=O)[C@@H]2CCCN2C(=O)[C@@H]2CCCN2C(=O)c2ccccc2)c1
 : -25%	-13
> Cc1nc2cc(NC(=O)C3CC(=O)N(c4cccc5ccccc45)C3)ccc2o1 (stereo unspecified)
 : 0%	-3
